# Yfh1-depleted yeast: enhancers of respiration in Yfh1-depleted yeast, dose response, Friedreich's ataxia, plus single-dose screen (AID 1465); actives 0.074% (n = 220,000); S. cerevisiae Yfh1-off respiration, WST-1 reduction, 72 h; higher fold induction means a stronger effect; one-dose fold induction at 50 µM; EC50 in µM for titrated hits;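 active = fold induction of absorbance versus untreated yeast above a set limit, then at least 30% activation at any dose in follow-up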;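 note: activators that raise dye reduction in frataxin-depleted yeast; strong numbers were not always called active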
# PMI inhibitors: inhibitors of human PMI, primary screen, biochemical, fluorescence intensity, coupled assay (AID 1209); Mannose-6-phosphate isomerase (Homo sapiens); purified PMI enzyme, coupled fluorescence intensity; higher % means a stronger effect; one-dose inhibition, % at 20 µM; IC50 in µM for titrated hits; actives 0.42% (n = 190,000);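 note: plate controls were DMSO vehicle for no effect and wells lacking substrate for full effect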
# Autophagy HCS: autophagy modulators in MEF cells, primary screen, imaging, high-content, MEF GFP-LC3 | MEF GFP-LC3 puncta imaging; test concentration mostly 10 µM | calls only at 10 µM (by protocol) | actives 0.98% (n = 190,000) | AID 463193, 2010;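 active = percentage of spot-positive cells more than 3 SD above its plate mean, without a fluorescence outlier flag or 80% toxicity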;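 note: spot-positive cell cutoff set from DMSO-treated cells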
# PMI inhibition: human PMI inhibitors, high substrate, primary screen, biochemical, fluorescence intensity, high mannose 6-phosphate (AID 1220) | actives 0.66% (n = 190,000) | recombinant PMI enzyme, coupled fluorescence intensity; higher % means a stronger effect | inhibition, % at 20 µM, or IC50 in µM where a hit was titrated
# b-catenin transl: modulators of beta-catenin nuclear translocation, primary screen, imaging, HeLa cells, immunofluorescence, high-content; actives 0.3% (n = 190,000); nuclear translocation activity, % at 5 µM;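 active = nuclear translocation activity above 50% at 5 µM, with a well cell count of 50 or more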;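 note: per-cell ratio of nuclear to cytoplasmic median beta-catenin stain intensity; plate controls were DMSO negative control for no effect and GSK-3 inhibitor IX positive control for full effect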
#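 System: Human HeLa cells, endogenous beta-catenin | Compound dosing: 5 µM primary, 0.02–20 µM confirmation | Timing: 24 h compound exposure at 37°C, 5% CO2 | Measured by: Fluorescence imaging of beta-catenin antibody stain plus DAPI | Read-out basis: % activation of per-cell nuclear versus cytoplasmic median beta-catenin signal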
# Dynein transport: inhibitors of GR-EGFP nuclear translocation, primary screen, dynein cargo transport inhibitor project, imaging, high-content, 3617.4 mouse cells; test concentration mostly 20 µM; stimulated with dexamethasone, 1 µM; hits give low values; z-score, hits read low; actives 0.47% (n = 220,000); AID 1381, 2008;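 active = plate z-score of nuclear minus cytoplasmic receptor signal below a set negative limit, without overly bright fluorescence or cell loss, cut at about -3.5 in these data, passing the limit was not always enough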;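 note: z-score of nuclear minus cytoplasmic ring GR-EGFP intensity difference per well; some compounds called inactive have numbers as strong as hits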
#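 Also added – dexamethasone, 1.0 µM final · Buffer or medium – tet-free, stripped-serum medium · Schedule – induction 48 h, compound 1 h, agonist 30 min · Detection – formaldehyde fixation, Hoechst nuclear stain, 10x automated fluorescence imaging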
# Insulin prom up: insulin promoter activators in MIN6 cells, imaging, high-content screening, mouse beta cells; MIN6 insulin promoter-GFP reporter; hits give high values; z-score at 5 µM; actives 0.3% (n = 190,000);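 active = z-score above 3 at 5 µM with at least 500 cells counted in the well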
# MT stabilize HCS: microtubule stabilizers in HeLa cells, primary screen, imaging, high-content imaging | HeLa tubulin immunostaining HCS, 24 h; share of cells brighter than vehicle mean+2SD | % tubulin-high responders, % at 10 µM | actives 0.83% (n = 200,000);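 active = plate Z-score above 3 for both tubulin-high and condensed-nucleus cell shares, with cell loss under 80%, at 10 µM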;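 note: anti alpha tubulin signal scored within the nucleus-defined area of each cell; some results filed as inactive read as strong as hits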
# WT yeast gro inh: growth inhibition of WT strain, primary screen, mitochondrial fusion inhibitor project, WT and mutant strains, chemical genetic | mitochondrial fusion phenotypic screen | inhibition, % at 10 µM | actives 2.1% (n = 190,000); in the data active = inhibition above about 58%; tested in S. cerevisiae
# WT yeast gro inh mutant strain: second read-out of WT yeast gro inh, no call of its own (marks repeat the call); inhibition, %; mitochondrial fusion phenotypic screen, mutant strain inhibition
# Dynein transport cytoplasmic EGFP: recorded beside Dynein transport, whose call it bears; z-score; measured here: cytoplasmic GR-EGFP intensity; hits give high values
# Dynein transport nuclear GR-EGFP: also measured in Dynein transport; calls as there; z-score; measured here: nuclear GR-EGFP intensity;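 lower value marks the stronger effect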
# Dynein transport cell count: also measured in Dynein transport; calls as there; z-score; measured here: cell count per field
# Insulin prom up cell count: also measured in Insulin prom up; calls as there; cell count; measured here: cytotoxicity, nuclei count;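 total cells summed across four imaged fields per well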
# b-catenin transl cell count 5 µM: second read-out of b-catenin transl, no call of its own (marks repeat the call); cell count; measured here: cell count, cytotoxicity flag
# MT stabilize HCS Hoechst-high %: second read-out of MT stabilize HCS, no call of its own (marks repeat the call); % Hoechst-high responders; measured here: nuclear condensation Hoechst responders;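 share of cells brighter than vehicle mean plus two SD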
# MT stabilize HCS cytotoxicity %: also measured in MT stabilize HCS; calls as there; toxicity, %; measured here: cytotoxicity by cell density;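 0% = mean cell density of plate MIN control wells and 100% = no cells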
# Autophagy HCS cell loss 18 h: further read-out of Autophagy HCS, marked with its call; toxicity, %; measured here: cell loss, nuclei count;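 cell loss after 18 h compound exposure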
# Numbers without * were called inactive; i = inactive; . = no result given. Cut-off read from the data, not from the text of the source, unless noted: active = inhibition above about 50%; inactive = the rest.
SMILES,Yfh1-depleted yeast,PMI inhibitors,Autophagy HCS,Autophagy HCS cell loss 18 h,PMI inhibition,b-catenin transl,b-catenin transl cell count 5 µM,Dynein transport,Dynein transport cytoplasmic EGFP,Dynein transport nuclear GR-EGFP,Dynein transport cell count,Insulin prom up,Insulin prom up cell count,MT stabilize HCS,MT stabilize HCS Hoechst-high %,MT stabilize HCS cytotoxicity %,WT yeast gro inh,WT yeast gro inh mutant strain
O=C(O)[C@H](Cc1ccccc1)NC(=O)N1CCN(c2cccc(C(F)(F)F)c2)CC1,i,.,.,.,.,-0.3,1336,0.21,-0.25,0.072,0.13,-0.3,1109,.,.,.,.,.
CC(C)CCCCCCNC(=S)Nc1ccc(S(=O)(=O)N2CCOCC2)cc1,i,4%,i,10,4%,0.4,984,-0.42,-0.29,-0.53,0.54,-0.57,687,1.2,4.8,11,-2,-3
COc1ccc(-c2cc(C(F)(F)F)nc(SCC(=O)NCc3cccs3)n2)cc1,i,21%,i,26,18%,-2.8,1110,0.082,-0.22,0.36,-0.29,0.07,2073,3.1,1.7,8.3,9,16
COc1cc(CNC2CCCC2)cc(OC)c1OC,i,0%,i,-4,-6%,-4.8,1268,0.5,-0.18,0.53,-0.75,-0.06,1291,4.4,3.8,9.4,-2,-1
O=C(C[n+]1cc(-c2ccc(F)cc2)n2c1CCC2)c1cccs1,i,.,.,.,.,0.6,1335,-0.3,-0.25,0.43,-0.086,-0.62,957,.,.,.,.,.
O=C(COc1ccccc1[N+](=O)[O-])N/N=C/C=C/c1ccco1,.,8%,i,7,20%,-0.7,1322,-0.65,-0.21,0.14,0.11,-0.18,1647,3.6,2.2,8.7,71*,-6.9*
CC(C)(C)c1cc(=O)n2c(nc3ccccc32)[nH]1,i,1%,i,5,1%,-0.3,1350,-0.76,-0.47,-0.2,0.64,0.64,1633,2.3,2.2,6.0,7,7
Cc1sc2nc(SCC(N)=O)n(-c3ccccc3)c(=O)c2c1C,i,1%,i,-23,0%,1.1,1114,-0.63,-0.29,-0.22,0.85,0.04,1451,6.0,1.5,6.0,5,-1
Cc1nc(NC(=O)/C=C/c2ccccc2)sc1C(=O)Nc1ccccc1Cl,i,-9%,i,-1,-8%,0.2,1376,-0.76,-0.058,-0.53,1.2,0.19,1569,1.0,1.6,9.2,-4,-1
Cc1cc2ccccn2c1C(=O)Nc1ccccc1,i,6%,i,11,1%,-2.9,1064,-0.26,0.37,0.52,0.55,-0.51,1471,7.7,2.6,3.5,1,-7
O=[N+]([O-])c1ccc2nc(-c3ccc(Cl)cc3)[nH]c2c1,i,-8%,i,-5,12%,-3.6,594,-0.36,-0.22,-0.46,0.34,-0.4,1210,4.0,2.5,6.7,63*,53*
O=C(Cn1cnc2ccccc21)Nc1ccc(C(=O)O)cc1,i,5%,i,5,0%,-4.9,1142,-1,-0.072,-0.29,0.93,-0.17,922,2.2,1.5,8.1,-21,1
CCN(CC)C(=O)Oc1ccc2ccccc2c1Br,i,-1%,i,-5,10%,-0.5,1114,-0.82,-0.27,-0.46,0.8,-0.15,1286,3.1,3.1,9.3,30,23
O=C(CCNC(=O)c1ccccc1Cl)NC1=NCCS1,i,-17%,i,10,-10%,-1.6,1097,0.12,-0.23,-0.26,0.16,-1.2,1376,2.9,1.5,6.3,13,18
O=S(=O)(c1ccccc1)n1ccc(-c2cnc(-c3ccccc3)s2)n1,i,14%,i,-1,4%,.,.,0.37,-0.22,-0.38,-0.03,.,.,0.8,1.6,6.5,13,22
Cc1nc2ccc(NC(=O)CCS(=O)(=O)c3ccccc3)cc2s1,i,5%,i,9,-1%,-0.4,814,0.76,-0.3,0.24,-0.46,0.59,1284,3.8,1.9,3.1,4,16
CC(C)Cc1csc(NC(=O)C(C)C)c1C(=O)O,i,.,.,.,.,-0.7,1325,-1.1,-0.26,-0.58,1.9,0.59,1163,.,.,.,.,.
CCc1ccccc1NC(=O)N1C2CCCC1CC(NC(C)=O)C2 (stereo unspecified),i,-4%,i,0,-6%,-1.1,1079,-0.44,0.23,-0.024,0.86,-0.27,1257,1.5,2.4,7.9,-87,-14
CCOc1ccc(NC(=O)CN2CCN(S(=O)(=O)c3ccc(Cl)cc3)CC2)cc1,i,12%,i,3,7%,.,.,-0.26,0.47,0.17,-0.099,.,.,1.7,1.5,5.9,3,-6
O=C(CC12CC3CC(CC(C3)C1)C2)N1CCCC1,i,-17%,i,-6,-16%,.,.,-0.18,-0.13,0.24,-0.099,0.24,804,0.8,1.6,6.5,-7,-28
CCOc1cc(CNc2ccc(N3CCN(C(C)=O)CC3)cc2)cc(Br)c1OC,i,17%,i,28,34%,1.1,498,-0.5,-0.061,0.69,-0.11,-0.81,1137,3.2,2.6,8.1,-1,-11
COc1cc(OC)cc(C(=O)Nc2nnc(NC(=S)Nc3ccccc3)s2)c1,i,18%,i,-4,-1%,-0.7,931,0.27,-0.31,-0.11,-0.019,0.01,1327,3.6,3.2,8.8,27,-7
NC(=O)c1c(NC(=O)CCCn2cnc([N+](=O)[O-])n2)sc2c1CCCC2,i,56%*,i,20,31%,1.7,920,-0.34,-0.22,0.072,0.58,0.26,1614,0.9,1.1,5.2,9,1
O=C(O)c1ccc2c(c1)C(=O)N(c1ccc(Cl)cn1)C2=O,i,10%,.,.,7%,-4.4,1093,-1,-0.4,-0.33,2.9,-0.6,2023,8.0,1.9,4.7,18,9
CC(C(=O)N=Nc1c(O)[nH]c2ccccc12)n1cnc2ccccc2c1=O (stereo unspecified),i,-12%,i,-6,-10%,-0.7,966,-0.012,-0.33,-0.42,0.53,0.31,1329,1.6,2.1,5.5,4,-6
CCCN(CCC)CCNC(=O)C1CCN(Cc2nc(-c3ccc(Cl)cc3)oc2C)CC1,i,-12%,i,-10,-6%,-3.5,834,-0.55,-0.18,-0.19,0.42,-0.41,842,3.3,1.0,3.7,5,12
CN(CC(=O)N1CCN(C2CCCCC2)CC1)S(=O)(=O)c1cccc2nsnc12,i,9%,i,3,-1%,.,.,0.16,-0.21,0.3,-0.76,0.12,1295,2.7,1.6,7.0,-5,3
CCOCCCNc1nc2c(-c3ccccc3)nnn2c2ccccc12,.,-9%,i,-4,-6%,1.6,574,-1.1,-0.18,0.086,0.43,-2.8,1200,3.7,9.0,4.5,3,-23
CC(=O)N1CCCC(C(=O)c2ccc3c4c(cccc24)CC3)C1 (stereo unspecified),i,8%,i,28,16%,1.2,1033,-0.011,-0.19,-0.015,-0.26,-0.35,1393,1.6,2.2,2.7,18,13
CCCCNC(=O)N1CCN(C/C=C/c2ccccc2)CC1,i,9%,i,15,7%,0.4,1524,0.06,0.002,0.6,-0.67,-0.05,1473,3.6,3.0,3.8,5,13
O=C(COC(=O)c1ccc(Br)o1)NC1CCCCC1,i,-2%,i,-33,1%,-3.7,1158,1.6,-0.32,0.8,-0.21,0.09,1549,1.9,2.3,13,10,8
CCOc1ccc(S(=O)(=O)N2CCN(C(=S)NCc3ccco3)CC2)cc1,i,15%,i,5,2%,0.2,975,-0.94,-0.29,-0.82,0.83,.,.,2.8,4.2,5.8,-12,0
CCOC(=O)c1c(C(=O)OCC)c(C)n(N2C(=O)CSC2=S)c1C,i,5%,i,-1,2%,0.4,949,-1.4,-0.13,-0.57,0.94,0.41,1208,2.5,2.3,14,-10,3
COc1ccc(F)cc1S(=O)(=O)NCc1ccccc1,i,-9%,i,5,-2%,6.7,490,0.92,-0.18,0.54,-1.6,0.31,1207,2.1,3.3,11,4,12
COc1cccc(-n2nc(C(=O)N3CC(C)CC(C)C3)c3ccccc3c2=O)c1 (stereo unspecified),i,4%,i,-6,-2%,.,.,-2.9,-0.17,-1.3,0.72,-0.21,954,3.3,1.3,5.3,3,16
Cc1ncsc1CCOC(=O)c1cccnc1,i,-1%,i,-3,22%,-1.6,931,-0.66,-0.34,-0.38,0.4,0.72,1365,2.7,2.3,7.6,8,19
Cc1ccc2cc(S(=O)(=O)NCCCC(=O)O)ccc2c1,i,4%,i,4,-14%,2.9,1144,-0.021,-0.24,0.1,0.45,0.04,1259,4.7,1.3,2.0,-3,-19
O=C(NNC(=S)NC1CCCCC1)c1ccc(Cl)s1,i,-13%,i,38,-16%,-4.2,1123,-0.68,0.57,-0.17,-0.27,-0.02,1558,2.7,1.7,5.2,-10,-1
O=C(O)Cn1ccnc1,.,-4%,i,-14,-23%,.,.,-0.35,0.17,0.15,0.45,2.5,724,3.6,1.3,12,-2,-4

# From PubChem BioAssay
